Tau fluor cs = counter-screen for tau fibril formation inhibitors | tau K18 P301L Alexa594 fluorescence, heparin fibrillization | Potency, µM (top dose mostly 57.7 µM), for inactives: at the highest dose activity change, negative = decrease | actives 0.93% (n = 280,000) | AID 1463; note: % is set by controls: 0 for no effect and ±100 for the full control effect; nearly all actives have a fitted effect of over 55% in size
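Human K18 P301L tau (15 uM unlabeled plus 0.24 uM Alexa 594-labeled, final) in 100 mM sodium acetate pH 7 was mixed with compound and 20 uM heparin and incubated 6 hr at 37 C.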
SMN2 splice up = enhancers of SMN2 splice variant expression. actives 2.8% (n = 210,000). HEK293 SMN2-luciferase splicing reporter, luminescence, 30-36 h. AID 1458. Potency, µM (series often up to 46.1 µM), for inactives: top-dose activity change, positive = activation, actives largely listed as activators; note: % of control where 0% means no effect; nearly all actives have a fitted effect of over 55% in size
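qHTS luciferase splicing reporter: luminescence rises when SMN2 exon 7 is included in transfected HEK293 cells. Compound exposure lasted 30-36 h at 37C, with 4.5 mM final sodium butyrate as control, followed by a ONE-Glo read.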
HTT cytoprotect = protects HTT-Q103 PC12 cells, measured by ATP. PC12 HTT-Q103 induced, cytoprotection, ATP luminescence, 40 h. Potency, µM (series often up to 56.4 µM), without a hit: cytoprotection (ATP increase), most hits filed as activators. actives 0.14% (n = 230,000);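 note: % of control where 0% means no effect; nearly all actives have a fitted effect of over 45% in size; toxic huntingtin expression switched on by the ecdysone agonist tebufenozide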
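PC12 cells stably carrying ecdysone-inducible Htt exon 1 (Q103)–GFP were induced with 100 nM tebufenozide (final) alongside library compounds in a dose series. Cytoprotection was scored as retained ATP by ATPlite luminescence.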
Tau ThT inhib = tau fibrillization inhibition (ThT binding). AID 1460. recombinant tau K18 P301L (four-repeat tau fragment), heparin-induced fibrillization, ThT fluorescence. actives 2.1% (n = 270,000). Potency, µM (highest dose often 57.4 µM), for inactives: top-dose activity, negative = inhibition, actives largely listed as inhibitors. P10636; note: % is set by controls: 0 for no effect and ±100 for the full control effect; nearly all actives have a fitted effect of over 55% in size
Target sequence (P10636 561-689 P618L limits assumed): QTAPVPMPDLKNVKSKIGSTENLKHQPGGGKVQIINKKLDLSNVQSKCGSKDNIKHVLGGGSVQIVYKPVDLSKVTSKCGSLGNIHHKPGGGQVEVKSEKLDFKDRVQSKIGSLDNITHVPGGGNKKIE
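Aggregation was driven by heparin (20 uM final) acting on recombinant tau […] bearing P301L in 100 mM sodium acetate pH 7; fibrils were detected with Thioflavin T.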
HttQ103 aggreg = mutant huntingtin aggregation inhibition; PC12 HttQ103-GFP aggregates, Acumen cytometry, 40 h; Potency, µM (titrated, usually from 46.1 µM), for inactives: at the top dose activity change, negative = inhibition, actives largely listed as inhibitors; actives 1.1% (n = 220,000); AID 1688; note: % is set by controls: 0 for no effect and ±100 for the full control effect; nearly all actives have a fitted effect of over 60% in size
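Read-out: GFP aggregate count by laser scanning cytometer (488 nm excitation, 500-530 nm emission, 1–25 µm objects >6 SD above background). Cells: PC12, inducible HTTex1-Q103-GFP, 100 nM tebufenozide; compounds titrated.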
JMJD2E inh = blocks human JMJD2E demethylase activity | B2RXH2 | Potency, µM (highest dose often 57.1 µM), inactives show top-dose activity change, negative = inhibition, most hits filed as inhibitors | JMJD2E catalytic domain, FDH-coupled NADH fluorescence (FDH is formaldehyde dehydrogenase) | actives 1.6% (n = 230,000); active = well fitted inhibition curve with a large enough effect, not every such curve was filed as active; inconclusive = small, poorly fitted or top-dose-only effect, or another doubt; inactive = no such curve, though single readings can be large or run the other way;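 note: 0% = wells with enzyme and -100% = buffer wells without enzyme; nearly all actives have a fitted effect of over 50% in size; many of its hits are not listed in these tables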
Target sequence (B2RXH2 1-337 limits assumed): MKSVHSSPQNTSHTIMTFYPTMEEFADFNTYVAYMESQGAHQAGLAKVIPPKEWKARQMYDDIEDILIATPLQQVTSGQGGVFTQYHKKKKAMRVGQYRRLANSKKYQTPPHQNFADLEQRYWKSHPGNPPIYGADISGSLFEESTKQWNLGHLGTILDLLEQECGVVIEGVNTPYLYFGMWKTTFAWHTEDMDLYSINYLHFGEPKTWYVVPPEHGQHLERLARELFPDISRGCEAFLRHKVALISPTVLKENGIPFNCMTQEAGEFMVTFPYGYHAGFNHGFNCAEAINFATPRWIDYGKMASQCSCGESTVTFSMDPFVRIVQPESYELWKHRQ
ALDH1A1 inh = ALDH1A1 (human) enzyme inhibition; AID 1030; Potency, µM (series often up to 75.3 µM), inactives show at the top dose activity, negative = inhibition, most hits filed as inhibitors; actives 7.3% (n = 220,000); Purified ALDH1A1, NADH fluorescence, propionaldehyde substrate; active = well fitted inhibition curve with a large enough effect, not every such curve was filed as active; inconclusive = small, poorly fitted or top-dose-only effect, or another doubt; inactive = no such curve, though single readings can be large or run the other way;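 note: plate controls were no enzyme wells and a reference inhibitor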
Target sequence (P00352 whole entry, looked up): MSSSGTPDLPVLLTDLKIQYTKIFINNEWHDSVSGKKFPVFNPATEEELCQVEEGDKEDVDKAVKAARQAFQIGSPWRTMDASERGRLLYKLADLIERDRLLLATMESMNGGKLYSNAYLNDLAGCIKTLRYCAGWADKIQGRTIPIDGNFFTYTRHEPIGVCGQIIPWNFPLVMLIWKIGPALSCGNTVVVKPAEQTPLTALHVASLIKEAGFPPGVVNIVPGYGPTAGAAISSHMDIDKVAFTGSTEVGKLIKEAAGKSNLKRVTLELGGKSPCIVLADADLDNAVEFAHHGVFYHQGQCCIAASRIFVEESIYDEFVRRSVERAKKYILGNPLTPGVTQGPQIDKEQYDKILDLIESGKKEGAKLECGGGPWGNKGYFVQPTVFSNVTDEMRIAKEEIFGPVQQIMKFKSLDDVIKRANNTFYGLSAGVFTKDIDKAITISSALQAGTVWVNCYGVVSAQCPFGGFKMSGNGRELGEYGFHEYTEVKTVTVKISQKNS
Tau fibril FP = blocks human tau fibril formation measured by polarization | Potency, µM (titrated, usually from 57.7 µM), without a hit: at the top dose activity, negative = inhibition, actives largely listed as inhibitors | actives 0.39% (n = 280,000) | AID 1468 | P10636 | K18 P301L tau heparin fibrillization, Alexa594 FP, 6 h; note: % is set by controls: 0 for no effect and ±100 for the full control effect; nearly all actives have a fitted effect of over 55% in size
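Read-out: fluorescence polarization of Alexa 594-labeled tau (0.24 uM), 555 nm excitation, 632 nm emission. Mixtures held 15 uM unlabeled K18 P301L, compound and 20 uM heparin, pH 7 acetate buffer, incubated 6 hr at 37 C.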
The depositor's hits bear a star; ? = inconclusive; . = not tested or not shown; [ ] = another dose, or the depositor's remark. Unless noted, calls come from the whole dose curve; as a rule, active = well fitted curve in the direction sought with a large enough effect; inconclusive = small, poorly fitted or top-dose-only effect, or another doubt; inactive = no such curve, though single readings can be large; an effect the other way counts as inactive or inconclusive. Potency is the fitted concentration of half-maximal effect.

SMILES	Tau fluor cs	SMN2 splice up	HTT cytoprotect	Tau ThT inhib	HttQ103 aggreg	JMJD2E inh	ALDH1A1 inh	Tau fibril FP
O=C(CN1C(=O)C2C3C=CC(C4CC34)C2C1=O)Oc1ccccc1 (stereo not given)	3%	-3%	-56%[inhibitor][1.9 µM]	-1%	15%[9.22 µM]	-7%	-4%	-3%
Cc1cc2nc(C)n(CCCNC(=O)Nc3ccc(C#N)cc3)c2cc1C	-23%	0%	-30%	15%	-24%	11%	-3%	-12%
c1cc2nnnn2nc1N1CCCCCC1	5%	4%	18%[10 µM]	-2%	-5%	-10%	-6%	11%
CCSc1nnc(NC(=O)c2cnccn2)s1	-6%	19%	4%	-12%	3%	3%	7%	3%
CCOc1ccc(-n2nc(CO)c(C(=O)NCC(C)O)n2)cc1 (stereo not given)	5%	-5%	.	6%	.	.	.	3%
O=c1c(C=NCCN2CCNCC2)c(-c2ccccc2)[nH]n1-c1ccc([N+](=O)[O-])cc1	-22%	.	-3%[10 µM]	?	11%[9.22 µM]	-6%	-7%	-4%
COc1ccc(C)cc1S(=O)(=O)N(C)CC(=O)NC1CC1	-9%	-19%	10%	-7%	11%[9.22 µM]	12%	10%	?
COc1ccc(NC(=O)c2nnn(CC(=O)Nc3cc(C)cc(C)c3)c2N)c(OC)c1	-31%	7%	.	?	.	.	.	3%
CC(C)CCNC(=O)C1CC(c2cccc([N+](=O)[O-])c2)=NO1 (stereo not given)	-14%	-17%	3%	-8%	-3%	1%	2%	-3%
CCOCCCNc1nc2cc(OC)c(OC)cc2c2nc(-c3ccccc3)nn12	-27%	6%	.	?	.	.	.	0%
COc1ccc(-c2nc(CSCC(=O)NCCC3=CCCCC3)c(C)o2)cc1OC	-21%	-9%	-28%	?	19%	?	-7%	-3%
CC1(C)Cc2ccccc2-c2nc3ccccc3c(=O)n21	-15%	-25%	-12%	-10%	?	9%	-8%	-2%
CC1=CN2C(=N)/C(=C/c3cn(CCCOc4ccccc4C)c4ccccc34)C(=O)N=C2S1	15%	-48%[inhibitor]	-15%[10 µM]	15%	-13%	0%	?	12%
CCOC(=O)N1CCC(NC(=O)C2CCN(C(=O)N3CC(C)Oc4ccc(C)cc43)CC2)CC1 (stereo not given)	4%	0%	-10%[0.074 µM]	1%	6%	2%	7.9µM*	7%
COC(=O)C1=C(C)N(CCc2ccc(OC)c(OC)c2)C(=O)/C1=C\N(C)C	-26%	1%	-6%	14µM*	?	-6%	14µM*	?

Reprinted from the part before: 4 entries; new compounds follow.
SMILES	Tau fluor cs	SMN2 splice up	HTT cytoprotect	Tau ThT inhib	HttQ103 aggreg	JMJD2E inh	ALDH1A1 inh	Tau fibril FP
CC1(C)Cc2ccccc2-c2nc3ccccc3c(=O)n21	-15%	-25%	-12%	-10%	?	9%	-8%	-2%
CC1=CN2C(=N)/C(=C/c3cn(CCCOc4ccccc4C)c4ccccc34)C(=O)N=C2S1	15%	-48%[inhibitor]	-15%[10 µM]	15%	-13%	0%	?	12%
CCOC(=O)N1CCC(NC(=O)C2CCN(C(=O)N3CC(C)Oc4ccc(C)cc43)CC2)CC1 (stereo not given)	4%	0%	-10%[0.074 µM]	1%	6%	2%	7.9µM*	7%
COC(=O)C1=C(C)N(CCc2ccc(OC)c(OC)c2)C(=O)/C1=C\N(C)C	-26%	1%	-6%	14µM*	?	-6%	14µM*	?
COc1ccc(NC(=O)C(=O)Nc2ccc3nc4n(c(=O)c3c2)CCCCC4)c(OC)c1	-3%	1%	.	-1%	.	.	.	-6%
Cc1cccc(C)c1OCc1nnc(SCC(=O)NCc2ccccc2)o1	-8%	20%	-14%	-8%	4%	10%	3%	1%
CC(C)OCc1c(C(=O)Nc2nccs2)oc2ccccc12	-18%	-17%	-3%	-8%	-5%	?	-7%	?
Cc1ccc(Cn2c(=O)c3c(nc4n3CCCN4Cc3ccccc3)n(C)c2=O)cc1	-16%	-21%	4%[0.074 µM]	-10%	-15%	1%	?	12%
Cc1cc(Nc2ccc(Br)cc2F)n2nc(C)nc2n1	-8%	-5%	-29%[10 µM]	-7%	-7%	3%	-1%	?
CN(C)c1nc2n(c(=O)n1)CCS2	-10%	-4%	7%[10 µM]	-7%	-3%	1%	0%	3%
CCC(C)(C)n1nnnc1CN(Cc1ccc(Cl)cc1)Cc1ccco1	-10%	-60%[inhibitor]	6%[10 µM]	?	-11%	-1%	10µM*	-1%
CCOC(=O)c1c2ccc(OCC(=O)NN)cc2n2ccccc12	?	-5%	-45%	-13%	8%	?	?	15%
O=C(CS(=O)(=O)c1cn(Cc2ccc(Cl)cc2)c2ccccc12)N1CCCCC1	1%	-8%	4%[10 µM]	-4%	-6%	-8%	-13%	8%
Cc1cc(C(=O)N2CCN(c3ccc(C(F)(F)F)cn3)CC2)c(C)o1	-16%	.	27%[10 µM]	-11%	-15%[9.22 µM]	?	-4%	-4%
CCCCNC(=O)c1onc(CSc2cccc3ccccc23)c1C(=O)O	-3%	-2%	9%	-1%	4%	4%	-11%	2%
Cc1cc(C)cc(NC(=O)Cn2c(=O)c3ccccc3n3nncc23)c1	-1%	8%	.	2%	.	.	.	-7%
Cc1cc(C(=O)Nc2cnc3ccccc3c2)ccc1[N+](=O)[O-]	-11%	13µM*	.	?	13%	14%	4%	-2%
O=C(CCn1c(=O)sc2ccccc21)NCc1cccs1	-12%	-17%	-10%[10 µM]	-11%	-2%	2%	-7%	1%
CCOC(=O)CC(NS(=O)(=O)c1ccc(OC)c(OC)c1)c1cccc([N+](=O)[O-])c1 (stereo not given)	1%	7%	13%[10 µM]	1%	16%	10%	?	7%
CCN1CCCc2cc(CN(CCN3CCOCC3)C(=S)Nc3ccc(OC)c(OC)c3)ccc21	-15%	-42%[inhibitor]	-72%[inhibitor]	-8%	1%	-5%	3.2µM*	13%
COc1ccc(NC(=O)CCS(=O)(=O)c2nc(-c3cccs3)cc(C(F)(F)F)n2)cc1	-6%	11%	.	1%	.	.	.	-11%
Cc1ccc(C(=O)Nc2nc(C)c(C)s2)o1	-6%	14µM*	-61%[inhibitor]	?	-9%	3%	2%	4%
CCOC(=O)C1CCN(C/C=C/c2ccccc2OC)CC1	3%	12%	5%[0.074 µM]	-2%	-9%	?	?	1%
O=C(NN1C(=O)C2C3c4ccccc4C(c4ccccc43)C2C1=O)c1ccccc1 (stereo not given)	-1%	15%	31%[1.9 µM]	2%	-3%	-2%	1%	2%
FC(F)(F)c1nnc2ccc(-n3ccnc3)nn12	-10%	9%	8%	-16%	-1%	0%	-3%	5%
CCOc1ccc(NC(=S)NNC(=O)c2ccc(Br)cc2)cc1	?	-6%	10%[10 µM]	?	-7%	32%[activator]	?	0%
CNc1sc(C(=O)c2cccs2)c(N)c1-c1nc2ccccc2s1	11µM*[quencher]	5µM*	5%[10 µM]	7.9µM*	-7%	-1%	1.8µM*	32µM*
Cc1ccc(N2C(=O)CC(N3CCN(C4CCc5ccccc5C4)CC3)C2=O)cc1 (stereo not given)	-10%	-20%	15%	-11%	9%	2%	-8%	2%
CCOC(=O)CSc1ccc(S(=O)(=O)N2CCCC2)cc1[N+](=O)[O-]	-19%	-8%	-9%	-6%	-9%	-2%	-11%	1%
Cc1cc(C)nc(-n2nc(C)cc2NC(=O)c2ccc(F)cc2F)n1	4%	-6%	21%[10 µM]	-5%	-7%	-14%	?	5%
Cc1c(N2C(=O)c3ccc(Br)cc3C2=O)c(=O)n(-c2ccccc2)n1C	0%	12%	7%	-4%	-1%	-3%	2%	4%
CC1(C)CC(=O)C(C2=NC3(CCCCC3)Cc3ccccc32)=C(O)C1	1%	.	?	-2%	18%[9.22 µM]	4%	-3%	-10%
COC(=O)C1(S(=O)(=O)c2cc(Br)cc3c2N(C(C)=O)CC3)CC1	5%	-4%	2%	4%	2%	0%	18%	3%
O=C(NCCCn1ccnc1)C(Cc1ccccc1)N1C(=O)c2ccccc2C1=O (stereo not given)	4%	-2%	-1%	12%	1%	-10%	?	2%
CCOc1cc(N2CCOCC2)c(OCC)cc1NC(=O)CN1CCC(Cc2ccccc2)CC1	-10%	.	-1%[10 µM]	-16%	-9%	8%	3%	19%
O=C(O)Cc1c[nH]c2ccc(O)cc12	-26%	1%	-50%[inhibitor][1.9 µM]	-20%	.	-23%	?	-17%
CC1=C(C(=O)Nc2cccnc2)C(c2ccc(F)cc2)n2nc(SCc3ccccc3)nc2N1 (stereo not given)	-7%	8%	.	-7%	.	.	.	0%
CCCCS(=O)(=O)CC(COc1ccccc1)OC(=O)c1ccccc1 (stereo not given)	-13%	-21%	12%	-11%	-9%	-6%	-7%	11%
CCOc1ccc(-n2c(=O)c3sccc3n(CC(=O)NCCc3ccc(OC)c(OC)c3)c2=O)cc1	-11%	-13%	-16%	-14%	11%	10%	6%	1%
COc1cc(CNC(C)(C)CO)ccc1OCC(=O)Nc1ccc(Br)cc1	-11%	-5%	-9%	0%	16%	9%	23%	1%
O=C(c1ccc(NC2=NC3CS(=O)(=O)CC3S2)cc1)N1CCN(C(=O)c2ccco2)CC1 (stereo not given)	-4%	-2%	-15%	-5%	4%	19%	-2%	-6%
CCN(CC)C(=O)C1CC(=O)OC1(C)C (stereo not given)	3%	23%	-5%	0%	-8%	-2%	?	2%
Cc1cc(NC(=O)CSc2nc(C(C)C)nc3sc(C)c(C)c23)no1	3%	21%	-1%[10 µM]	1%	-8%	8%	5%	-4%
COc1ccc(Nc2ncnc3sc(-c4ccccc4)cc23)cc1	7.9µM*[quencher]	-19%	-21%	?	?	?	?	?
COCCNC(=O)CCCn1c(SCC(=O)c2ccc(Br)cc2)nc2c(sc3ccccc32)c1=O	-7%	?	.	1%	.	.	.	?
C=C(C)C(=O)c1ccc(OC)cc1	?	4%	-14%	?	.	4%	2%	?
Cc1ccc(C(=O)O)cc1NC(=S)NC(=O)c1ccc(-c2ccc(Cl)cc2)o1	-19%	.	-15%[10 µM]	.	30%[9.22 µM]	?	.	1%
CC(=O)Nc1ccc(/C=C/c2noc(-c3ccccc3O)n2)cc1	2%	-8%	.	?	.	.	.	?

Assay outcomes deposited in PubChem BioAssay by National Center for Advancing Translational Sciences (NCATS).

A portion of the library (hit frequency here may not be typical).
